# Bioassay records deposited in PubChem by several laboratories.
# Rab2A wt mod – modulators of GTP binding to Rab2A wildtype, primary screen, biochemical, dog, bead-based flow cytometry, multiplex | Ras-related protein Rab-2A (Canis lupus familiaris), P61105 | 190,000 tested, 0.19% active | GST-Rab2 wt beads, Bodipy-GTP binding | GTP binding activity, % at 10 µM | AID 760, 2007;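 active = GTP binding activity at least 20 points away from 100%, either lowered or raised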;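 note: 0% = beads with excess unlabeled GTP and 100% = no-compound control corrected for plate trend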
# Rac1 act GTP bind – GTP binding modulators of activated mutant Rac1, primary screen, biochemical, bead-based flow cytometry, multiplex, fluorescent GTP; 190,000 tested, 0.11% active; percent activity (GTP binding), % at 10 µM; GST-Rac1 activated beads; actives lie on both sides; 100% means binding = to untreated wells; Ras-related C3 botulinum toxin substrate 1 (Homo sapiens), P63000;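 active = GTP binding at least 20 percentage points away from the 100% baseline, in either direction, so actives lie on both sides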
# Rac1 wt modul – wildtype Rac1 GTP binding modulators, primary screen, biochemical, GST-Rac1 beads, flow cytometry, multiplex | Ras-related C3 botulinum toxin substrate 1 (Homo sapiens), P63000 | fluorescent GTP binding; actives lie on both sides; 0 = cold GTP competed, 100 = untreated | GTP binding activity (% of control), % at 10 µM | 190,000 tested, 0.27% active;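 active = GTP binding activity at least 20 points away from the 100% control level, either lower or higher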
# Rab7 wt modul – modulators of GTP binding to Rab7, primary screen, biochemical, wildtype, multiplex bead flow cytometry; Rab7 GTPase wild type (dog), Bodipy-FL-GTP binding; GST-Rab7 beads, fluorescent GTP binding; actives lie on both sides; untreated = 100%, excess cold GTP = 0%; GTP binding activity (percent of control), % at 10 µM; 190,000 tested, 0.055% active;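 active = fluorescent GTP binding to Rab7 beads changed by at least 20 points from the 100% baseline, either direction, mostly lower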;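 note: median green fluorescence of bound Bodipy-FL-GTP per Rab7 bead population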
# GSH fluor – compound fluorescence on glutathione beads, profiling panel, artefact control, biophysical, 488/530 nm, flow cytometry. GSH beads flow cytometry, compound fluorescence 488/530 nm; active compounds read high. fluorescence (KMESF) at 10 µM. 190,000 tested, 0.25% active. AID 1776, 2009; in the data active = fluorescence above about 89;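 note: glutathione beads carrying GST-tagged Bcl family fusion proteins plus one bare bead set; values are compound well signal with DMSO vehicle wells as background; inactives centre near 16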
# Cdc42 wt – modulators of GTP binding to wildtype Cdc42, primary screen, biochemical, multiplex bead flow cytometry, Bodipy-GTP; Cell division control protein 42 homolog (Homo sapiens), P60953; GST-Cdc42 beads; actives lie on both sides; percent activity (GTP binding), % at 10 µM; 190,000 tested, 0.2% active; AID 761, 2007;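 active = percent activity GTP binding at least 20 points away from the 100% baseline, either down as inhibitor or up as activator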;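 note: median bead fluorescence of bound Bodipy-FL-GTP at 100 nM; 0% = excess unlabeled GTP control and 100% = no compound control; below 100% means less GTP binding so inhibitor and above means activator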
# Target sequence (P60953 whole entry, looked up): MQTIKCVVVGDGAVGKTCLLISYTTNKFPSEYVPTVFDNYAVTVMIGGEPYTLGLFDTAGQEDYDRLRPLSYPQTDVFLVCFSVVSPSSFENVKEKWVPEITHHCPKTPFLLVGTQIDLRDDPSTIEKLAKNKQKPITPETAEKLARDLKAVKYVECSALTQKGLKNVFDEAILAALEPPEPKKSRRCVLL
# Pf gametocyte – late stage P. falciparum gametocyte viability inhibitors, primary screen, ATP luminescence, HTS. P. falciparum stage V gametocytes, 24 h. inhibition, % at 10.9 µM. 150,000 tested, 0.065% active. AID 743093, 2013;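 active = inhibition above the mean plus 3 SD of compounds within the control limits, set per campaign, cut at about 38% in these data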;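 note: 0% = DMSO wells and 100% = medium only without gametocytes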
# ABCB1 inh – ABCB1 efflux pump inhibitors, primary screen, cell-based, multiplex, flow cytometry, ABCG2 counter-screen | 190,000 tested, 0.067% active | CCRF-Adr cells, JC-1 efflux | inhibition, % at 6.6 µM | ATP-dependent translocase ABCB1 (Homo sapiens), P08183; in the data active = inhibition above about 40%;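 note: 0% = vehicle and 100% = reference inhibitor; higher value means more JC-1 retained so stronger ABCB1 efflux block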
# Avidin fluor – green autofluorescence of compounds with avidin beads – biophysical, 488/530 nm, flow cytometry, artefact control, profiling panel. compound fluorescence 488/530 nm; active compounds read high. fluorescence (KMESF) at 10 µM. 220,000 tested, 0.38% active; in the data active = fluorescence above about 47; note: inactives centre near 10
# ABCG2 block – ABCG2 efflux pump inhibitors, primary screen, multiplex with ABCB1, IgMXP3 cells, flow cytometry; 190,000 tested, 0.1% active; AID 1325, 2008; JC-1 efflux; inhibition, % at 6.6 µM;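 active = inhibition above 80%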;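 note: 0% = DMSO and 100% = nicardipine control wells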
# Target sequence (Q9UNQ0 whole entry, looked up): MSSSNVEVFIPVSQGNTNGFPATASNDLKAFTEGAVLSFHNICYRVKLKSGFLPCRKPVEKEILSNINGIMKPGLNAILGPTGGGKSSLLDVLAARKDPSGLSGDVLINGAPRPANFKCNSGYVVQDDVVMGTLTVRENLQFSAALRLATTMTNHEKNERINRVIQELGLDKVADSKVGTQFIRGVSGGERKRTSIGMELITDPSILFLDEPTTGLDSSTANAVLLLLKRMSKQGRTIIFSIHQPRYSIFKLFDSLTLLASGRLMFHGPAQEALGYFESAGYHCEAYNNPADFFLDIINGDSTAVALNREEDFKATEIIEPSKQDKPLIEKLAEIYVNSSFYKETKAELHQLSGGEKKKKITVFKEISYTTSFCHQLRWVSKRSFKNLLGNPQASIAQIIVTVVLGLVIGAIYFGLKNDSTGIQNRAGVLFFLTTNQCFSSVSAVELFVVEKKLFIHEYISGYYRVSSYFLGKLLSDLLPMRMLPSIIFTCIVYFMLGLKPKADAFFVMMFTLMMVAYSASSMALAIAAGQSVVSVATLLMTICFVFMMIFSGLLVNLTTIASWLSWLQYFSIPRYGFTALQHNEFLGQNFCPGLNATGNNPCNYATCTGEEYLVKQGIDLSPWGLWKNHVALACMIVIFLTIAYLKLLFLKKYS
#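 System: two drug-resistant human cell lines, ABCG2 and ABCB1; controls: nicardipine high and DMSO low controls; times: 10 min exposure at 25 °C with rotation, no wash; detection: flow cytometry of retained JC-1 fluorescence; read-out basis: percent efflux inhibition, scaled nicardipine 100% to DMSO 0%; doses: one concentration, 6.6 µM final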
# HRas wt GTP – modulators of GTP binding to HRas wildtype, primary screen, biochemical, bead-based flow cytometry, multiplex | GST-Ras wt beads, Bodipy-FL-GTP binding; actives lie on both sides | GTPase HRas (Homo sapiens), P01112 | GTP binding activity, % at 10 µM | 190,000 tested, 0.14% active | AID 759, 2007;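 active = GTP binding activity at least 20% away from the 100% baseline, either lowered as inhibitor or raised as activator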;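 note: 0% = unlabeled GTP competition control and 100% = no-compound control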
# Target sequence (P01112 whole entry, looked up): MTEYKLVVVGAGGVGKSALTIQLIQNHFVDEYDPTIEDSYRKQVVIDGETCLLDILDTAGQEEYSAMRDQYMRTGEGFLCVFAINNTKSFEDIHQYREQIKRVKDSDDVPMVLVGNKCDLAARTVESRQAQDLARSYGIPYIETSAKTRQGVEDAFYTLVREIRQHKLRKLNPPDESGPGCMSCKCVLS
# Active calls of the source: *; . = no result given.
SMILES,Rab2A wt mod,Rac1 act GTP bind,Rac1 wt modul,Rab7 wt modul,GSH fluor,Cdc42 wt,Pf gametocyte,ABCB1 inh,Avidin fluor,ABCG2 block,HRas wt GTP
COC(=O)c1ccc(C(=O)OC)c(NC(=O)C(C)C)c1,97,95,97,99,12,95,.,0.4,3,5,98
CCc1cc(=O)oc2cc(OCC(=O)O)c(Cl)cc12,95,94,93,98,11,95,.,0.1,29,2,97
O=C(CSc1nnc(-c2cccs2)n1-c1ccccc1)N1CCN(C(=O)c2ccco2)CC1,101,100,106,99,10,104,.,-4.3,6,-5,100
CSc1ncccc1C(=O)NCc1ccc(C)cc1,94,94,96,94,37,94,.,0.6,2,3,96
COc1cccc(CNC(=O)C2CCN(S(=O)(=O)c3cnc[nH]3)CC2)c1,100,98,101,97,22,100,-23,-0.4,27,0,100
Cc1cc(C)cc(NC(=O)CC23CC4CC(C2)CC(n2nnc(C)n2)(C4)C3)c1,100,99,103,99,4,96,.,9.8,11,36,99
CCCNC(=O)COC(=O)c1ccccc1OCC(=O)Nc1ccc(Br)cc1,99,101,100,95,26,99,14,1.6,12,4,99
COc1cccc(C2=NOC(C(=O)Nc3ccccc3SC)C2)c1 (stereo not given),99,99,100,100,18,100,-5,0.2,23,0,98
COc1ccc(CCNC(=O)CSc2ccc(-c3ccccc3)nn2)cc1,96,97,100,98,16,95,.,-0.1,16,-6,97
CC(=O)NNC(=S)NC(=O)c1ccc(C)cc1,100,96,99,105,8,95,-16,0.0,14,1,98
COC(=O)c1ccc(CNC(=O)CNc2cc(C(F)(F)F)ccc2N2CCOCC2)cc1,101,101,107,102,44,102,.,0.8,36,3,101
O=C(c1ccc([N+](=O)[O-])cc1)N(Cc1ccccc1)c1ccccn1,96,96,100,103,12,95,16,2.8,13,8,97
S=C(Nc1ccc(Cl)cc1Cl)N1CCOCC1,98,99,100,100,23,99,-5,-0.3,15,-4,98
Cn1c2c(c(=O)c3ccccc31)CCC(C)(C)O2,100,99,105,102,7,98,10,0.3,3,1,101
CC(=O)Nc1ccc(N/C(N)=N/c2nc(C)cc(C)n2)cc1,92,93,92,98,12,93,-25,-0.3,9,1,94
COc1ccc(N2CCN(C(=O)CSc3nnc(-c4ccc5[nH]c(C)c(C)c5c4)o3)CC2)cc1,97,97,101,96,32,98,.,-4.6,4,-8,98
c1ccc(CN2CCC3(CC2)Nc2ccccc2CO3)cc1,103,100,102,103,20,104,14,0.4,15,1,105
CC1=CC(C)(C)N=C(Nc2ccc(C)cc2)S1,100,96,96,97,11,102,.,0.7,23,0,100
O=C1CN(C(=O)c2cc3ccccc3oc2=O)C(c2ccc(F)cc2)c2cc(Br)ccc2N1 (stereo not given),99,98,101,98,17,102,.,2.1,.,1,99
Oc1c(C(c2ccc(Cl)cc2)N2CCCC2)cc(Cl)c2cccnc12 (stereo not given),96,93,98,94,16,96,-24,-0.4,19,-3,97
CCOC(=O)C1C(=O)Nc2nc3ccccc3n2C1C(C)C (stereo not given),102,100,103,103,27,101,-34,0.2,24,-2,101
CC(=O)OC(C(=O)NC1CCCCC1)c1ccccc1F (stereo not given),100,100,102,95,10,104,-32,0.1,9,0,98
CCOC(=O)c1cnn(-c2ccccc2)c1-n1cccc1C(=O)C(=O)N(CC)CC,99,95,96,89,11,95,-3,32,6,0,96
Cc1ccc(N2C(=O)CS/C2=C(\C(Cl)=C(Cl)Cl)[N+](=O)[O-])cc1,103,100,102,101,25,101,-1,-0.6,11,-1,102
Cc1csc(NC(=O)C2CC(=O)N(Cc3ccco3)C2)n1 (stereo not given),98,96,102,102,11,99,3,-0.1,11,0,99
COCCNCCOc1ccc(C)cc1[N+](=O)[O-],95,89,91,103,9,90,22,0.1,3,2,93
O=C(COC(=O)Cn1[nH]c(=O)c2ccccc2c1=O)Nc1ccc2c(c1)OCO2,101,99,103,95,79,98,.,1.7,7,12,96
Cc1cccc(NS(=O)(=O)c2ccc(Br)s2)n1,100,98,102,95,13,98,-26,0.1,10,1,97
CCOC(=O)C1(CCOc2ccccc2)CCN(Cc2ccc(C)o2)CC1,96,95,99,93,10,96,13,3.5,8,15,96
CC(C)CN1CCN(Cc2cnc(N3CCOCC3)s2)CC1CCO (stereo not given),99,99,102,107,10,99,-26,0.5,12,2,102
Nc1nc(-c2ccccc2)cc(C(F)(F)F)n1,100,100,102,100,14,101,-14,0.3,37,3,102
COC(=O)[C@@H](NC(=O)O[C@@H]1C(=O)c2ccc(OC)cc2O[C@H]1c1cccc(C(F)(F)F)c1)C(C)C,98,97,101,98,17,98,.,0.6,11,2,99
COc1cc2c(cc1OC)N1C(=O)CC(OCC(=O)O)C3C4CC5(CCN5C(=O)C4=O)C2C31 (stereo not given),97,96,100,98,16,97,2,0.0,10,1,95
COc1ccc(C2C3=C(CCCC3=O)Nc3c(-c4ccccc4)c(C)nn32)cc1 (stereo not given),102,99,104,99,29,105,.,-5.2,18,0,102
CCOC(=O)CSc1nc2cc3c(cc2cc1C#N)OCO3,100,100,102,101,16,102,.,0.1,35,0,102
Clc1ccccc1OCCn1cnc2ccccc21,101,99,100,100,14,103,3,1.5,8,18,102
CCOCCCNC(=S)NCCNc1nc2ccc(C)cc2cc1C#N,96,97,100,98,10,100,.,1.1,23,52,97
CCOC(=O)c1ccc(NC(=O)CSc2nnc(COc3ccccc3)n2C)cc1,97,96,99,99,35,99,-4,1.9,5,22,99
O=C(/C=C/c1ccc2ccccc2n1)N1CCN(c2ccccc2)CC1,93,92,94,96,16,93,-14,0.3,11,10,93
CC(C)(C)c1ccc(-c2cnco2)cc1,97,98,101,95,17,96,4,-0.2,8,-1,98
O=C(CSc1nnc2scc(-c3ccccc3)n12)Nc1ccc2c(c1)OCCO2,105,100,105,111,21,105,.,1.5,16,9,105
Cc1nnc2n(Cc3ccccc3)c(=O)c3c4c(sc3n12)COC(C)(C)C4,98,98,100,99,34,97,-31,-1.7,7,0,97
COc1cccc(CN2C(=O)c3cccc(N)c3C2=O)c1,97,98,101,99,8,97,-2,0.9,2,19,97
CCCCC(=O)Nc1ccc(Br)cn1,95,94,94,95,13,96,.,0.3,13,2,96
Cc1ccc2[nH]c(=O)c(CN(CCCN(C)C)C(=O)Nc3ccc(Cl)cc3)cc2c1,104,101,108,104,15,100,.,0.1,7,1,102
O=C(NCCCl)c1ccc(OCc2ccccc2)cc1Cl,100,100,108,95,14,108,34,0.3,10,4,103
O=C(Nn1cnnc1)c1cc(-c2ccccn2)nc2ccccc12,102,102,110,106,8,102,.,0.5,9,1,102
O=C(CSc1nncn1-c1ccccc1)Nc1cc(Cl)cc(Cl)c1,92,94,97,90,5,95,.,-0.1,8,0,95
CCN(c1ccccc1)S(=O)(=O)c1ccc2[nH]cc(C(=O)N3CCOCC3)c(=O)c2c1,100,97,103,100,13,104,.,0.1,37,0,102
Cn1c2c(c(=O)n(C)c1=O)C1(C(=O)Nc3ccccc31)C(C#N)=C(N)O2 (stereo not given),105,102,107,109,22,105,13,-0.4,17,-1,107
CSc1ccc(Cl)c(C(=O)OCC(=O)NCC(C)C)c1,95,94,92,94,34,96,7,0.7,6,6,95
O=C(O)c1cccc(N/C(=N\S(=O)(=O)c2ccccc2)c2ccccc2)c1,94,94,97,98,13,97,-18,0.4,19,2,95
O=C(Cc1n[nH]c(=O)[nH]c1=O)N/N=C/c1ccccc1O,96,96,97,94,9,100,.,0.4,23,2,99
O=C(N/N=C/C(Br)=C/c1ccccc1)c1n[nH]c2c1CCC2,99,99,103,100,17,103,.,.,5,.,100
CC(=O)Nc1ccc(CN2CCN(C3CCCCC3)C(CCO)C2)cc1 (stereo not given),99,95,97,103,13,96,-10,2.1,1,3,97
O=C(O/N=C/c1ccc2c(c1)OCO2)c1ccccc1Cl,93,94,96,94,26,94,.,-0.2,5,1,95
O=C(N/N=C/C1CC=CCC1)c1ccccc1O (stereo not given),102,101,105,98,22,103,.,0.5,14,5,101
CN1CCCC(OC(=O)COc2ccc(Br)cc2)C1 (stereo not given),100,100,104,103,15,101,.,-0.2,6,0,102
CCOC(=O)CSc1nnc(CNC(=O)c2cc(OCC)c(OCC)c(OCC)c2)n1C,91,91,94,88,29,90,9,-0.5,7,-4,87
O=C1C=C(O)C(n2cncn2)C(c2cc(F)ccc2F)C1 (stereo not given),92,90,96,91,23,94,-17,0.7,13,4,91

# Among those listed so far, three contain a thiophene ring, fused or not.
SMILES,Rab2A wt mod,Rac1 act GTP bind,Rac1 wt modul,Rab7 wt modul,GSH fluor,Cdc42 wt,Pf gametocyte,ABCB1 inh,Avidin fluor,ABCG2 block,HRas wt GTP
O=C(CSc1nnc(-c2cccs2)n1-c1ccccc1)N1CCN(C(=O)c2ccco2)CC1,101,100,106,99,10,104,.,-4.3,6,-5,100
Cc1cccc(NS(=O)(=O)c2ccc(Br)s2)n1,100,98,102,95,13,98,-26,0.1,10,1,97
Cc1nnc2n(Cc3ccccc3)c(=O)c3c4c(sc3n12)COC(C)(C)C4,98,98,100,99,34,97,-31,-1.7,7,0,97

# (cont.)
SMILES,Rab2A wt mod,Rac1 act GTP bind,Rac1 wt modul,Rab7 wt modul,GSH fluor,Cdc42 wt,Pf gametocyte,ABCB1 inh,Avidin fluor,ABCG2 block,HRas wt GTP
CC(C)C(NC(=S)NCc1ccccc1)C(=O)O (stereo not given),100,96,100,98,12,99,.,0.1,9,1,100
CCOc1ccc(-n2c(=O)c3c4c(sc3n(CC(=O)NCCCOC)c2=O)CCCCC4)cc1,91,86,91,98,15,89,4,0.4,27,1,91
C=CCS(=O)(=O)N1CCC(CCOc2ccccc2)(C(=O)OCC)CC1,99,97,98,101,18,98,-9,0.6,12,2,98
Cc1ccc(Cc2cnc(NC(=O)/C(C#N)=C/c3ccc(-c4ccc([N+](=O)[O-])cc4)o3)s2)cc1,83,83,84,79*,34,82,.,-0.2,10,-1,82
O=c1c2c3c(sc2ncn1-n1cccc1)CCCCC3,97,95,100,103,15,100,11,1.3,6,11,100
